HePTP inhibitor – human HePTP phosphatase inhibition. P35236. recombinant HePTP phosphatase activity, OD absorbance. inhibition, % at 20 µM. 110,000 tested, 0.64% active. AID 521; in the data active = inhibition above about 50%;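 note: plate controls were vehicle for no effect and reference inhibitor for full effect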
Target sequence (P35236 whole entry, looked up): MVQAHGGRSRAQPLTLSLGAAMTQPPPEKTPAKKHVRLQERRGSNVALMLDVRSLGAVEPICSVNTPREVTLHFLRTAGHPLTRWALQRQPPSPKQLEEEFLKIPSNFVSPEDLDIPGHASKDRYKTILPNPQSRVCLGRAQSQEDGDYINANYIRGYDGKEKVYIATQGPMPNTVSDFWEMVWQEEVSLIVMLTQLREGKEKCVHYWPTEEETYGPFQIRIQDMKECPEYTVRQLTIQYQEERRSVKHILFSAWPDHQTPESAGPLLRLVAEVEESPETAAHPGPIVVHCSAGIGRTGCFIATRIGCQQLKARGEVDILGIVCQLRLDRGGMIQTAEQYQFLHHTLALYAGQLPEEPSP
BAP1 inh – human BAP1 deubiquitinase inhibition. AID 436. activity remaining (% of control), % at 20 µM. recombinant BAP1, Ub-AMC hydrolysis fluorescence kinetic; active compounds read low. 72,000 tested, 0.48% active;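 active = activity remaining at or below 50% of control, provided the compound also passes the data quality filters; inactive = the rest, including low values that fail the filters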;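 note: 100% = DMSO wells rate and 0% = substrate alone blank rate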
An asterisk follows results filed as active; i = inactive; x = not tested or not shown; & = joins results of further samples.

SMILES	HePTP inhibitor	BAP1 inh
CCCCn1c(CNC(=O)C(C)(C)C)nc2ccccc21	7	93
NCCNS(=O)(=O)c1cccc2cnccc12	x	98
CSc1nsc(SC)c1NC(=O)OCC1([N+](=O)[O-])COC(C)(C)OC1	0	x
CCOC(=O)c1ccc(NC(=O)c2c(O)c3ccccc3n(C)c2=O)cc1	0	x
O=C(CN1C(=O)c2ccccc2C1=O)NCc1ccncc1	-15	82
O=C1CSC(c2ccc([N+](=O)[O-])cc2)N1c1cccc(Cl)c1 (stereo not drawn)	6	x
CC(C)(C)n1nnnc1CN(Cc1ccco1)Cc1cc2cc3c(cc2[nH]c1=O)OCO3	7	x
COc1ccccc1C1C(C(=O)OCCc2ccccc2)=C(C)NC2=C1C(=O)CCC2 (stereo not drawn)	-9	x
COc1ccc(C(=O)C=C(Cl)Cl)cc1	-12	x
Cc1ccc(S(=O)(=O)N/N=C/c2ccccc2OS(=O)(=O)c2ccc([N+](=O)[O-])cc2)cc1	-4	x
Cc1n[nH]c(C)c1S(=O)(=O)N1CCCC(C(=O)N2CCc3ccccc32)C1 (stereo not drawn)	-5	95
CCOC(=O)c1c(C)oc2cc(Br)c(O)c(C=O)c12	-3	x
Cc1ccc2oc(-c3ccc(NC(=O)c4cc5ccccc5o4)cc3)nc2c1	7	x
CCOc1ccc(N2CC(C(=O)Oc3ccccc3)CC2=O)cc1 (stereo not drawn)	9	77
O=[N+]([O-])c1ccc(N2CCCCCC2)c(S(=O)(=O)N2CCOCC2)c1	x	92

Next section (seven carried over from the part before).
SMILES	HePTP inhibitor	BAP1 inh
COc1ccc(C(=O)C=C(Cl)Cl)cc1	-12	x
Cc1ccc(S(=O)(=O)N/N=C/c2ccccc2OS(=O)(=O)c2ccc([N+](=O)[O-])cc2)cc1	-4	x
Cc1n[nH]c(C)c1S(=O)(=O)N1CCCC(C(=O)N2CCc3ccccc32)C1 (stereo not drawn)	-5	95
CCOC(=O)c1c(C)oc2cc(Br)c(O)c(C=O)c12	-3	x
Cc1ccc2oc(-c3ccc(NC(=O)c4cc5ccccc5o4)cc3)nc2c1	7	x
CCOc1ccc(N2CC(C(=O)Oc3ccccc3)CC2=O)cc1 (stereo not drawn)	9	77
O=[N+]([O-])c1ccc(N2CCCCCC2)c(S(=O)(=O)N2CCOCC2)c1	x	92
Cc1ccc(S(=O)(=O)N=Nc2c(O)[nH]c3ccc(Br)cc23)cc1C	-1	x
Cc1ccc(NC(=O)c2cnn(-c3ccccc3)c2NC(=O)c2ccco2)cc1	2	131
Cc1cc(C)cc(N2C(=O)NC(=O)/C(=C\c3ccc(Cl)cc3)C2=O)c1	4	x
COC(=O)c1ccccc1NC(=O)C1CCCN(c2nnc(-n3cccc3)s2)C1 (stereo not drawn)	-3	71
Cc1ccc(NC(=O)C2CC(=O)N(c3ccc(F)cc3)C2)c(C)c1 (stereo not drawn)	-8	x
COc1cc(/C=C2/SC(=S)NC2=O)cc(Cl)c1OCc1cccc2ccccc12	102*	x
O=C(O/N=C1/CCCc2c1sc1nc3n(c(=O)c21)CCCCC3)c1ccc([N+](=O)[O-])cc1	9	x
Cc1nn(-c2ccccc2)c2nc(=O)n(-c3ccccc3)cc12	9	117
CC1=CCC2C(=O)N(c3cccc([N+](=O)[O-])c3)C(=O)C2C1 (stereo not drawn)	-19	x
O=C(C1CCCN1S(=O)(=O)c1ccc(Cl)cc1)N1CCOCC1 (stereo not drawn)	0	92
CCOC(=O)c1c(N)sc(C(=O)N(C)C)c1C	-11	98
CCOc1ccc(CN2CCN(C(=O)CC(C)C)CC2)cc1	8	x
CS(=O)(=O)N(Cc1ccccc1)c1ccc(C(=O)N2CCc3ccccc3C2)cc1	10	x
CCc1ccccc1NC(=O)c1c(NC(=O)c2ccccc2)sc2c1CCCC2	x	215
Cc1sc2nc(SCC(=O)NCc3cccs3)[nH]c(=O)c2c1C	1	94
CNC(=O)OCc1cccc(COC(=O)NC)n1	6	102
CCOC(=O)Nc1ccc(S(=O)(=O)Nc2cc(C)on2)cc1	4	x
O=C(COC(=O)c1ccc(Cl)c(S(=O)(=O)N2CCCC2)c1)NC1CCCC1	-6	94
CCc1ccc(O)c(N=Cc2cc(Br)cc(Br)c2O)c1	4	x
O=C(N/N=C\c1cc(Cc2ccccc2Cl)ccc1O)c1cncc(Br)c1	7	x
CC(C)CCn1c(N2CCN(c3cccc(Cl)c3)CC2)nc2c1c(=O)[nH]c(=O)n2C	8	54
Cc1cc(NC(=O)c2ccc(Br)cc2)ccc1NC(=O)c1ccccc1	6	x
Cc1cc(NC(=O)c2cccc([N+](=O)[O-])c2)ccc1-c1cc2ccccc2oc1=O	2	x
COc1ccc(S(=O)(=O)NCc2ccccc2C)cc1OC	4	x
CC1=C(C(=O)OCC(C)C)C(c2cccc([N+](=O)[O-])c2)NC(=O)N1 (stereo not drawn)	x	129
COC(=O)CSc1nnc(-c2ccc(S(=O)(=O)N3CCCCC3)cc2)o1	8	95
O=C(CSc1nnc(-c2cccc(Cl)c2)n1-c1ccccc1)c1cccc([N+](=O)[O-])c1	7	x
O=C1/C(=C/c2ccc(-c3cc(Cl)ccc3Cl)o2)SC(=S)N1Cc1ccco1	34	x
Brc1ccc(-c2cn3c(n2)SCC3)cc1	9	x
COc1ccc(C(=O)Nc2cccc(C(=O)Nc3cccc(Cl)c3)c2)cc1	1	x

Whole records, looked up by structure. Order of values: HePTP inhibitor	BAP1 inh
Profile of COC(=O)CSc1nnc(-c2ccc(S(=O)(=O)N3CCCCC3)cc2)o1 : 8	95
Profile of CNC(=O)OCc1cccc(COC(=O)NC)n1 : 6	102
Profile of CCc1ccc(O)c(N=Cc2cc(Br)cc(Br)c2O)c1 : 4	x

Other records:
SMILES	HePTP inhibitor	BAP1 inh
COc1ccccc1NC(=O)C1C2C=CC(O2)C1C(=O)O (stereo not drawn)	13	82
CCOc1ccccc1NC(=O)Nc1cc(OC)ccc1OC	-1	x
Cc1cccc(/N=C/c2c(O)[nH]c3ccccc23)n1	1	108
CC1(C)Cc2c(c(N3CCOCC3)nc3sc(-c4ccc(C(=O)O)o4)c(N)c23)CO1	x	68
O=C(CCCN1C(=O)/C(=C\c2cccs2)SC1=S)Nc1nccs1	-9	x
CCc1ccc2c(CN(CC)Cc3nc4ccccc4c(=O)[nH]3)cc(=O)oc2c1	6	105
COc1ccc(C(=O)CN2CCN(C(=O)C3CC3)CC2)cc1	-14	x
O=C(Nc1ccccc1N1CCCCC1)c1ccc2nccnc2c1	6	85
COc1ccc(N2C(=O)CC(NC3CC3)C2=O)cc1 (stereo not drawn)	19	97
COc1ccc(OC)c(/C=C/C(=O)NCCc2nc3ccccc3[nH]2)c1	-15	x
O=C1SC(Nc2ccccc2Br)C(=O)N1c1ccccc1 (stereo not drawn)	x	61
CCC(C)N1CC23C=CC(O2)C(C(=O)OCc2ccccc2)C3C1=O (stereo not drawn)	-2	112
CCOC(=O)c1c(NC(=O)c2cccc(C)c2)sc(C(=O)Nc2ccccc2F)c1C	-12	i
O=C(NCc1ccncc1)/C(=N/O)c1ccccc1	-2	95
C=CCN=C1SC(C)C(=O)N1S(=O)(=O)c1ccccc1 (stereo not drawn)	-2	109
CCc1nnc(NC(=O)CCN2C(=O)c3ccccc3C2=O)s1	0	100
CCOC(=O)N1CCN(C(=O)c2ccc(C)c(S(=O)(=O)Nc3ccccc3)c2)CC1	12	67
CC(C)n1c(=N)c(C(=O)NCCc2ccccc2)cc2c(=O)n3ccccc3nc21	4	x
Cc1ccc(NS(=O)(=O)c2ccc(CCC(=O)O)cc2)cc1	8	69
Cc1ccc(NC(=O)C(=O)NCc2ccc3c(c2)OCO3)cc1	-13	x
COc1cc(NC(=O)c2noc3c2CCC3)c(OC)cc1Cl	25	70
O=c1[nH]c(CSc2nnc(COc3ccccc3)n2-c2ccccc2)nc2ccccc12	13	92
Cc1nc2cc(-c3cccc(F)c3)nn2c(C)c1CCC(=O)NC(C)CCc1ccco1 (stereo not drawn)	9	107
O=C(Nc1ccon1)c1ccc(Cl)s1	4	108
N#Cc1c(NCc2ccccc2)ncc2c1Nc1ccccc1C2	-6	x
Nc1ccc2c(c1)-c1ccccc1S(=O)(=O)N2	-5	85
CCCc1cc(C(=O)OC)c(NC(=O)OCC)s1	2	73
O=C(CSc1nnc(SCC(=O)NC2CCCC2)s1)NC1CCCC1	6	x
Cc1c(C(=O)NCC2COc3ccccc3O2)oc2ccc(S(=O)(=O)N3CCOCC3)cc12 (stereo not drawn)	-2	x
Cc1cccc(-n2c(SCc3cc(=O)n4ccsc4n3)nc3ccccc32)c1	-4	95
O=C(Oc1cccc(C(=S)N2CCOCC2)c1)c1ccc([N+](=O)[O-])cc1	-4	x
NC(=O)C1CCN(C(=O)CN(c2cccc(C(F)(F)F)c2)S(=O)(=O)c2ccccc2)CC1	7	100
Clc1cccc2sc(N3CCN(c4ccccc4)CC3)nc12	7	93
Cc1ccc([N+](=O)[O-])cc1-c1ccc(/C=C2/C(=O)NN(c3ccc(Cl)cc3)C2=O)o1	94*	x
OC(CNc1ccccc1)Cn1c2ccc(Cl)cc2c2cc(Cl)ccc21 (stereo not drawn)	x	73
CCN(CC)CCN1C(=O)C(O)=C(C(=O)/C=C/c2ccccc2)C1c1ccc(Cl)cc1 (stereo not drawn)	6	x
CS(=O)(=O)c1cccc(C(=O)NCc2ccccc2)c1	-9	83
COCCNS(=O)(=O)c1cc(OC)c(Cl)cc1Cl	10	98
O=C(O)/C=C\C(=O)Nc1ccc2c(c1)Cc1ccccc1-2	-5	x
O=C1c2cc3ccccc3c(-c3ccccc3)c2C(=O)N1CCO	4	x
O=C1N=c2ccc(Br)cc2=C1c1sc(=S)n(C(Cc2ccccc2)C(=O)O)c1O (stereo not drawn)	12	x
Cc1[nH]c2ccccc2c1C(=O)CN1CCSCC1	-10	101
CN(C)c1cc[n+](CC(=O)c2ccc(Cl)cc2)cc1	x	115
CC(C)CCn1c(=O)[nH]c2ccccc21	3	x
O=C(NC12CC3CC(CC(C3)C1)C2)c1ccc(S(=O)(=O)N2CCOCC2)cc1	-10&-23	x
CCOC(=O)COn1c(=O)c(=O)n(O)c2ccccc21	6	101
CCOC(=O)C1=C(C)NC(C)=C(C(=O)OCC)C1c1ccccn1	-13	x
CN(C)c1ccc(/C=C/C(=O)c2cccc(Br)c2)cc1	5	x
COc1ccc(CN(Cc2ccccn2)S(=O)(=O)c2ccc(-n3cnnn3)cc2)cc1	6	90
COc1ccc(/C(O)=C/C(=O)C(F)(F)F)cc1	1	x
O=C(Nc1cccnc1)c1c(F)c(F)c(F)c(F)c1F	6	107
COc1cc(C2C(C#N)=C(N)Oc3cc(N(C)C)ccc32)cc2c1OCO2 (stereo not drawn)	7	72
COc1cc(/C=C(\NC(=O)c2cc(OC)c(OC)c(OC)c2)C(=O)NC(C(=O)O)c2ccccc2)cc(OC)c1OC (stereo not drawn)	5	x
Cc1sc(NC(=O)c2ccco2)c(C#N)c1C	11	x
Cc1ccc(S(=O)(=O)N2CCC(C(=O)N3CCN(Cc4ccccc4)CC3)CC2)cc1	10	95
COC(=O)c1ccccc1S(=O)(=O)Nc1ccc(OC)nc1	-5	100
NNC(=O)C1c2ccccc2Oc2ccccc21	9	x
COC(=O)c1ccc(/C=N/N=C2\C(=O)Nc3ccccc32)cc1	-10	x
Cc1cc(C)cc(NC2=NC3(CCCCC3)N=C(N)N2)c1	12&-8	104
O=C(Nc1ccc(S(=O)(=O)N2CCc3ccccc32)cc1)c1ccc(Cl)cc1	-15	x

Some of these compounds in order of molar mass, high to low.
SMILES	HePTP inhibitor	BAP1 inh
COc1cc(/C=C(\NC(=O)c2cc(OC)c(OC)c(OC)c2)C(=O)NC(C(=O)O)c2ccccc2)cc(OC)c1OC (stereo not drawn)	5	x
COc1cc(C2C(C#N)=C(N)Oc3cc(N(C)C)ccc32)cc2c1OCO2 (stereo not drawn)	7	72
CN(C)c1ccc(/C=C/C(=O)c2cccc(Br)c2)cc1	5	x
COC(=O)c1ccccc1S(=O)(=O)Nc1ccc(OC)nc1	-5	100
CCOC(=O)COn1c(=O)c(=O)n(O)c2ccccc21	6	101

Next compounds:
SMILES	HePTP inhibitor	BAP1 inh
O=C1c2ccc(Oc3ccc4c(c3)C(=O)N(CCCO)C4=O)cc2C(=O)N1CCCO	-4&7	102
COc1ccc(C(c2sc3nc(C)nn3c2O)N2CCC(C(N)=O)CC2)cc1OC (stereo not drawn)	7	88
CCC1CCCCN1CC(O)COCCC12CC3CC(CC(C3)C1)C2 (stereo not drawn)	0	x
O=C(Nc1ccccc1C(=O)N1CCOCC1)c1ccccc1F	3	x
COc1ccc(Cl)cc1N1C(=O)C2CCCN2C1c1ccc(F)c(F)c1 (stereo not drawn)	2	86
O=C(NCC1COc2ccccc2O1)c1ccc(NC(=O)c2ccco2)cc1 (stereo not drawn)	1	98
Cc1nc(=O)c(-c2ccccc2)c(C)n1CCO	8	x
CCOC(=O)C1Cn2c(nc3c(c2=O)C(C)(CC)Cc2ccccc2-3)S1 (stereo not drawn)	2	77
O=C(OCC(=O)c1cccs1)c1ccccc1	-9	101
Cc1c(NC(=O)c2nn3c(c2Cl)NC(c2cccs2)CC3C(F)(F)F)c(=O)n(-c2ccccc2)n1C (stereo not drawn)	10	x
COc1ccccc1C(=O)N1CCN(Cc2ccc3ccccc3c2)CC1	3	x
N=c1sccn1CC(=O)Nc1cccc(Oc2ccccc2)c1	-1	112
CCc1cc(C(=O)c2ccccc2OC)c(N)s1	-5	84

Screens (PubChem BioAssay)
